KKLEB cytotox: cytotoxicity in KKLEB CF airway cells, primary screen, cytotoxicity control for CF NF-kB inhibitor project, cell-based, uHTS, fluorescence assay plates; KKLEB CF airway cells viability, ATPlite luminescence, overnight; active compounds read low; cells stimulated with P. aeruginosa culture filtrate; activity change (cytotoxicity), % at 5 µM; hit rate 0.36% among 360,000;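 active = corrected activity change at or below -50% at 5 µM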
NR2E3 ag-1: inhibitors of NR2E3-RetCOR corepressor binding, primary screen, NR2E3 agonist project, biochemical, TR-FRET, GST-NR2E3, biotin-RetCOR; Photoreceptor-specific nuclear receptor (Homo sapiens), Q9Y5X4; 1536-well; inhibition of corepressor binding, % at 4.78 µM; hit rate 0.12% among 320,000; AID 2300, 2010;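 active = percent inhibition above the cutoff of mean plus 3 SD of all tested compounds, set per screening campaign, cut at about 20% in these data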;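 also: 0% = DMSO wells and 100% = biotin wells as full block of FRET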
Target sequence (Q9Y5X4 whole entry, looked up): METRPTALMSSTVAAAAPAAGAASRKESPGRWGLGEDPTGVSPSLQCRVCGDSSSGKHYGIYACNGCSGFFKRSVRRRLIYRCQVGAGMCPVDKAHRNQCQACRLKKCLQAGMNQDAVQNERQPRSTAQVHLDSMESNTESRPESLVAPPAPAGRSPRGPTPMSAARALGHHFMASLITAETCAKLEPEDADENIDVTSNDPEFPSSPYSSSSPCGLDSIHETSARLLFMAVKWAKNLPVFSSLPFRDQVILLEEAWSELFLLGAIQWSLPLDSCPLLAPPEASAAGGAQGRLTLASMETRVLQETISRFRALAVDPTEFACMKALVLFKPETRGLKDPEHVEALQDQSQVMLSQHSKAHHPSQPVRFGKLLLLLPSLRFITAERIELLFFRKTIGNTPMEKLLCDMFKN
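System: GST-NR2E3 and biotin-RetCOR proteins; probe or stimulus: 7 nM biotin-RetCOR; doses: compound at 4.8 µM, single dose; schedule: Compound–protein incubation for 5 h at 4 °C; detection: time-resolved FRET; read-out: percent inhibition; controls: biotin wells as high control, 0.6% DMSO wells as low control; format: 1536-well plates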
CF NFkB inh: inhibitors of PAF-induced NF-kB signaling, primary screen, cell-based, GFP fluorescence, uHTS; KKLEB NF-kB-GFP reporter, GFP fluorescence overnight; inhibition, % at 5 µM; hit rate 0.86% among 360,000; AID 588850, 2011;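 active = at least 50% inhibition at 5 µM, scaled per plate between neutral and stimulator controls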;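 also: PAF is a Pseudomonas aeruginosa culture filtrate used as stimulus; plate controls were PAF-stimulated DMSO wells for no effect and unstimulated DMSO wells for full effect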
TRPM1 prom inh: inhibitors of MITF-dependent TRPM1 promoter reporter, primary screen, cell-based, SK-MEL-5, single point, luciferase | AID 488899, 2010 | SK-MEL-5 TRPM1 promoter luciferase, 24 h | inhibition, % at 12.5 µM | hit rate 0.83% among 330,000;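 active = mean inhibition across replicates of 60% or more, whatever share of single replicates reaches that level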; also: values of inactives mirror those of a sister screen read the other way
HIF-2a inh: HIF-2a reporter inhibitors, primary screen, luminescence, 786-0 RCC cells. inhibition, % at 18.8 µM. 786-0 RCC cells HIF-2a reporter, luciferase luminescence, overnight. hit rate 0.72% among 360,000;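 active = inhibition of the luminescence signal of 40% or more relative to plate controls, in a single-dose primary screen at 18.75 µM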
CaV13 FRET inh: Disruptors of the CACNA1D IQ motif to Ca2+-dependent inactivation inhibitor domain association, primary screening, Förster resonance energy transfer in intact living …; HEK cells, CFP/YFP FRET ICDI-IQ, plate reader, 10 min; percent FRET-ratio fall versus neutral wells; hit rate 0.098% among 340,000; AID 743397; inhibition, % at 12.3 µM;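 active = mean replicate inhibition of at least 30% and at least 1% of replicates passing that level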;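 also: 0% = median of the neutral control wells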
PDI turbidity: inhibitors of human PDI, primary screen, biochemical, turbidity, single point, plate reader. PDI insulin aggregation turbidity, A650, 90 min. hit rate 0.052% among 350,000. inhibition, % at 10 µM. AID 588391, 2011;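 active = mean inhibition across replicates of 30% or more, whatever share of single replicates reach that level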;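 also: absorbance from insulin aggregation driven by PDI reduction with DTT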
Target sequence (P07237 whole entry, looked up): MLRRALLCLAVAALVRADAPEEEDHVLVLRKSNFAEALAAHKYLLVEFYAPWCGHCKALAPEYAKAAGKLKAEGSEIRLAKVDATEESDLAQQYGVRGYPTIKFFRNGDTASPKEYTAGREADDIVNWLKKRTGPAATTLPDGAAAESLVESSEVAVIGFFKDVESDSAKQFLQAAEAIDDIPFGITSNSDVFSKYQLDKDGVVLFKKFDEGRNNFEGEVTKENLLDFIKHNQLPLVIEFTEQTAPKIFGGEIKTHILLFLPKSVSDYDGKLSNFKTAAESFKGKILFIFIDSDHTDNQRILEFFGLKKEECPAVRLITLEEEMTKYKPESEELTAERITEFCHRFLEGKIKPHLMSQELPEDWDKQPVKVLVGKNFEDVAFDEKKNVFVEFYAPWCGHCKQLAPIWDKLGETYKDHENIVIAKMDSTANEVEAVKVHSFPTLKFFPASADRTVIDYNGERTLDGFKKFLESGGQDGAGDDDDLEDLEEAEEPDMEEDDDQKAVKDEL
NR2E3 ag-2: NR2E3 agonists in two-hybrid cells, primary screen, cell-based, luminescence, CHO-S, Gal4-NCOR/VP16-NR2E3 | hit rate 0.35% among 360,000 | AID 602229, 2012 | Photoreceptor-specific nuclear receptor (Homo sapiens), Q9Y5X4 | inhibition of corepressor binding, % at 3.98 µM | luciferase;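 active = inhibition above the mean of all tested compounds plus 3 SD, cut at about 70% in these data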;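 also: 0% = DMSO with NR2E3 transfected cells and 100% = cells lacking NR2E3 construct; higher means lower luciferase signal from less NR2E3 corepressor binding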
Peg3 promoter: Peg3 promoter-driven luciferase inhibitors, primary screen, cell-based, HeLa, luciferase luminescence. HeLa PEG-Prom luciferase reporter, overnight. hit rate 1.7% among 360,000. AID 588405, 2011. inhibition, % at 20 µM;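 active = inhibition of at least 50% at 20 µM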
Shn3 3UTR inh: reduction of Shn3 3'UTR firefly luciferase signal, primary screen, Schnurri-3 inhibitor project, cell-based, Clone20 osteoblasts, set 2 | AID 588674, 2011 | Clone20 osteoblast Shn3 3'UTR firefly luciferase, 24 h | inhibition, % at 12.5 µM | hit rate 0.52% among 360,000;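 active = mean inhibition of at least 75% with every replicate also reaching 75%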;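 also: 0% = median of neutral control wells and 100% = pilot-screen positive control compound; some compounds past the cut are filed as inactive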
Vif imaging: HIV Vif self-association inhibitors, primary screen, imaging, HEK293T, single point. HEK293T cells, Vif self-association by quenched fluorescence, 24 h. inhibition, % at 7.49 µM. hit rate 0.35% among 340,000. AID 602346, 2012; in the data active = inhibition above about 50%, passing the limit was not always enough; also: some results filed as inactive read as strong as hits
Starred values were filed as active, the others as inactive; x = not tested or not shown.

Fields – KKLEB cytotox, NR2E3 ag-1, Shn3 3UTR inh, TRPM1 prom inh, NR2E3 ag-2, HIF-2a inh, Peg3 promoter, Vif imaging, CF NFkB inh, CaV13 FRET inh, PDI turbidity
- CCOCCc1c(O)nc(SCC)[nH]c1=O
→ -4, -1, 13, -15, 3, 15, -4, -2, 3, -1, -6
- CCc1cccc2c(C(=O)COC(=O)[C@@H]3CC(O)CN3S(=O)(=O)c3ccccc3[N+](=O)[O-])c[nH]c12 (stereo partly specified)
→ -7, x, -8, 7, 13, 16, 14, -3, -7, -2, -8
- C/C(=N/NC(=O)CNC(=O)C1COc2ccccc2O1)c1ccc([N+](=O)[O-])cc1 (stereo unspecified)
→ 13, 2, 8, 0, 9, 2, 6, 5, -14, -5, 1
- CCOc1ccc(CNC(=O)C2CCN(c3nn4c(=O)cc(C)nc4s3)CC2)cc1
→ 8, -1, -32, 10, 3, 4, -4, -4, -1, -2, -2
- CC(C)C(CCNC(=O)CC(Cc1ccccc1)c1ccco1)c1ccco1 (stereo unspecified)
→ -5, -2, 25, 1, 12, -4, 4, -9, 3, -4, 17
- COc1ccc(NC(=O)CNC(=O)N2CC(=O)Nc3ccccc32)cc1OC
→ 0, -2, 5, -1, -15, -2, -17, -6, -4, -7, 0
- O=C(CCN1CCN(c2ccccc2)CC1)NNC(=S)Nc1ccccc1Cl
→ 0, -2, -8, 5, -14, 6, 12, 4, -11, -3, -3
- COc1ccc(Cc2nnc(NC(=O)Nc3ccccc3F)s2)cc1
→ 0, 3, -1, 4, -22, 7, 17, 7, 9, -4, -9
- CCCCN1C[C@H](c2ccc(Br)cc2)[C@@H](CC(=O)Nc2ccc(Br)cc2)C1=O
→ -6, x, -14, x, -21, -2, -9, 0, -9, -3, -2
- Cc1c(C#N)c2ncn(CCCN(C)C)c(=O)c2n1-c1ccccc1
→ -7, 2, -16, 6, 90*, -3, -3, 5, 0, x, -10
- CCOC(=O)c1[nH]c(C)c(/C(O)=C2\C(=O)C(=O)N(CCN3CCOCC3)C2c2cccs2)c1C (stereo unspecified)
→ -17, 4, 2, 14, -79, 2, 11, 6, 35, -4, 0
- CC1CCN(C(=O)CNC(=O)CNC(=O)Cc2ccccc2)CC1
→ 18, 1, -11, -2, -3, 14, 4, -5, -11, -6, 0
- CC12CCC(C(=O)NNC(=O)c3ccc(Br)cc3)(OC1=O)C2(C)C (stereo unspecified)
→ -1, 0, 6, 4, -23, -8, -13, -4, 2, -3, -11
- CC[C@]12c3[nH]c4cc(-c5ccco5)ccc4c3CCN1C(=O)[C@@H](CC(=O)NCc1cccc(C(F)(F)F)c1)C[C@@H]2C(=O)N1CCN(C(=O)C2CC2)CC1
→ 12, x, 60, 26, -6, -6, 16, x, -1, -5, 6
- Cc1nnc(SCc2cccs2)[nH]c1=O
→ 4, 0, -2, -1, -7, 22, 4, 2, -2, x, -3
- CN(CC(=O)Nc1ccc(F)c(F)c1F)C(=O)C1CC(=O)N(C2CCCC2)C1 (stereo unspecified)
→ -2, x, -24, 10, 8, 1, 4, -3, -35, -6, 5
- COc1ccc(CCn2c(NN=C(C)C)nc3c2c(=O)[nH]c(=O)n3C)cc1
→ -7, -3, 5, -1, 6, 8, 1, 2, 1, -5, -3
- CCN1C(=O)c2cccc3c(S(=O)(=O)Nc4ncccc4C)ccc1c23
→ 4, -1, 4, 10, -7, -26, 13, 10, -63, -7, -2
- CC1(C)N=C(c2ccccc2)C(c2ccccc2)=N1
→ -2, x, 27, 3, -42, 11, 15, 25, 0, -6, 2
- COc1ccc(NC(=S)Nc2ccccc2OC)c(OC)c1
→ 7, 1, 4, 5, -10, -2, 7, 1, -2, -7, 4
- Cc1cccc(OCc2nc(-c3ccc(-n4cccc4)cc3)no2)c1
→ -2, 1, 7, 0, 8, -13, 4, 13, -11, -5, -3
- O=[N+]([O-])c1cc2c(cc1/C=N/Nc1nc(N3CCCC3)nc(N3CCCC3)n1)OCO2
→ -15, 1, 19, -16, -10, 18, 7, -1, 1, -6, -11
- CCN(CC)S(=O)(=O)c1ccc(N2CCOCC2)c(NC(=O)c2cnccn2)c1
→ -5, 1, 0, 7, -6, 20, -4, -8, 13, -6, 0
- Cc1coc2cc3oc(=O)c(Cc4ccccc4)c(C)c3cc12
→ 2, 4, 27, -6, -20, 9, 10, 6, 2, 3, -2
- ClCC1CN(Cc2ccccc2Cl)CCO1 (stereo unspecified)
→ 12, 3, 8, 13, -12, 10, -2, -9, 6, -2, -4
- COc1ccc(-c2cc(-c3ccco3)[nH]c(=O)c2C#N)cc1OC
→ -7, 2, 7, 0, -21, 9, 7, -9, 15, -38, 0
- Cc1ccc(NC(=O)c2cccc3cccnc23)cc1
→ -9, -3, -45, -11, -134, -223, -343, -4, -35, -4, -4
- NC(=S)N/N=C/c1ccc(OC(=O)c2cccnc2)cc1
→ -3, -1, -7, -10, -7, -18, -10, 5, -8, -3, 5
- CCCCN(C(=O)CCC(=O)Nc1cc(C)on1)C(C(=O)NC1CCCC1)c1ccccc1C (stereo unspecified)
→ 5, 6, 0, 3, -5, 11, 7, 5, 2, -4, -3
- CCOC(=O)CNS(=O)(=O)c1ccc(S(=O)(=O)NC2CC2)cc1
→ 2, 1, -34, 2, -4, 8, 0, -4, -3, -1, -4

Four of the compounds above, field by field:
COc1ccc(CCn2c(NN=C(C)C)nc3c2c(=O)[nH]c(=O)n3C)cc1
  KKLEB cytotox: -7
  NR2E3 ag-1: -3
  Shn3 3UTR inh: 5
  TRPM1 prom inh: -1
  NR2E3 ag-2: 6
  HIF-2a inh: 8
  Peg3 promoter: 1
  Vif imaging: 2
  CF NFkB inh: 1
  CaV13 FRET inh: -5
  PDI turbidity: -3

CCN1C(=O)c2cccc3c(S(=O)(=O)Nc4ncccc4C)ccc1c23
  KKLEB cytotox: 4
  NR2E3 ag-1: -1
  Shn3 3UTR inh: 4
  TRPM1 prom inh: 10
  NR2E3 ag-2: -7
  HIF-2a inh: -26
  Peg3 promoter: 13
  Vif imaging: 10
  CF NFkB inh: -63
  CaV13 FRET inh: -7
  PDI turbidity: -2

CC1(C)N=C(c2ccccc2)C(c2ccccc2)=N1
  KKLEB cytotox: -2
  NR2E3 ag-1: x
  Shn3 3UTR inh: 27
  TRPM1 prom inh: 3
  NR2E3 ag-2: -42
  HIF-2a inh: 11
  Peg3 promoter: 15
  Vif imaging: 25
  CF NFkB inh: 0
  CaV13 FRET inh: -6
  PDI turbidity: 2

COc1ccc(NC(=S)Nc2ccccc2OC)c(OC)c1
  KKLEB cytotox: 7
  NR2E3 ag-1: 1
  Shn3 3UTR inh: 4
  TRPM1 prom inh: 5
  NR2E3 ag-2: -10
  HIF-2a inh: -2
  Peg3 promoter: 7
  Vif imaging: 1
  CF NFkB inh: -2
  CaV13 FRET inh: -7
  PDI turbidity: 4

Later entries
Fields – KKLEB cytotox, NR2E3 ag-1, Shn3 3UTR inh, TRPM1 prom inh, NR2E3 ag-2, HIF-2a inh, Peg3 promoter, Vif imaging, CF NFkB inh, CaV13 FRET inh, PDI turbidity
- O=C(N/N=C(\c1ccccc1)c1ccccn1)c1cccc([N+](=O)[O-])c1
→ 2, 3, 92*, 83*, 20, 13, 51*, -4, -5, x, -5
- CCC(=O)c1ccc(OCC(O)CN2CCN(c3ccccn3)CC2)cc1 (stereo unspecified)
→ -1, -1, -10, -7, 14, 16, 4, 4, -3, -20, -15
- COc1cc2c(cc1NC(=S)Nc1cccc3ccccc13)oc1ccccc12
→ -1, -5, -1, -3, -44, -73, -68, x, 4, -6, -15
- O=C(O)c1cccc2c1Cc1cc([N+](=O)[O-])ccc1-2
→ 17, x, -24, -4, -15, 11, -5, 6, -21, -17, 2
- CCc1c(O)nc(SCC(=O)Nc2ccccc2)n(C(C)CC)c1=O (stereo unspecified)
→ 12, 4, -11, -12, -40, -60, -7, -4, -2, -9, 14
- O=C(/C=C/c1ccccc1)N1CCN(c2c(Cl)cccc2[N+](=O)[O-])CC1
→ 3, 1, 11, 1, -15, 15, 23, -22, 4, -3, 2
- CCOc1ccc2oc(C(=O)NCC3CCCO3)c(C)c2c1 (stereo unspecified)
→ -16, 1, -68, -43, -38, -164, -182, -6, 12, -3, 4
- O=C(CN1C(=O)C2C3C=CC(C3)C2C1=O)Nc1ccc(F)cc1 (stereo unspecified)
→ 8, -1, -14, -4, 10, 11, 5, 0, 1, -3, 2
- O=c1c2ccccc2cnn1Cc1n[nH]c(=S)n1-c1cc(Cl)cc(Cl)c1
→ 8, -3, 6, 5, 21, 2, -45, 5, -2, -16, -11
- CCC1(c2ccc(F)cc2)NC(=O)N(CC(=O)Nc2ccc(N3CCCCC3)cc2)C1=O (stereo unspecified)
→ -18, 1, -2, 11, 18, 2, -6, -5, 2, -5, 8
- Cc1ccc(N2CC(C(=O)N3CCc4ccccc4C3)CC2=O)cc1 (stereo unspecified)
→ 9, 0, -2, 1, -1, 10, 17, 0, -3, -5, -1
- O=C1NC[C@@H](Cc2ccc(O)cc2)N(CCc2cccc(F)c2)C1=O
→ -4, 2, -33, -5, -18, 14, 3, x, -6, -9, 8
- Cc1csc(=O)n1CC(=O)OCC(=O)c1c(N)n(C)c(=O)n(C)c1=O
→ -13, -1, 84, 3, -23, -8, -5, 0, 9, -4, 3
- CCOC(=O)c1c(-c2ccc(F)cc2)csc1/N=C/N(C)C
→ -6, -2, -8, -11, -8, 16, 22, -2, 16, -3, 4
- CCOC(=O)C1CCN(C(c2cccs2)c2sc3nc(C)nn3c2O)CC1 (stereo unspecified)
→ -13, -1, 6, -9, -7, 1, 12, x, 11, -3, x
- C=CCc1cc(OC)ccc1OCCCCn1cncn1
→ 1, -1, 9, 5, -26, 0, 21, -5, 4, -7, 11
- Cc1ccc(NC(=O)c2cc(S(=O)(=O)N3CCC4(CC3)OCCO4)ccc2F)cc1
→ 14, 2, 11, 8, -13, 0, 2, -1, 1, -5, 1
- Cn1c(=O)cc(OCCCC(=O)Nc2cccnc2)c2ccccc21
→ 17, 2, 2, -2, -29, -3, -24, 10, -60, -5, 4
